Pol iota inh: DNA polymerase iota (human) inhibition. Q9UNA4. Pol iota fluorescent replication assay, 10 min. Potency, µM (series often up to 115 µM), without a hit: at the highest dose activity, negative = inhibition, hits mostly inhibitors. 1% of 390,000 active; also: potency is read from the fitted curve at half-maximal effect
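Pol iota at 10 nM preincubated 15 min with compounds at room temperature; reaction started with fluorescent substrate, 50 nM final. Fluorescence read kinetically at 0 and 10 min; buffer-only wells as negative control.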
POLK inh: DNA polymerase kappa (human) inhibition; Q9UBT6; purified Pol kappa, fluorescent DNA synthesis assay, 10 min; Potency, µM (highest dose often 107 µM), without a hit: at the highest dose activity, negative = inhibition, actives largely listed as inhibitors; 0.53% of 400,000 active; also: potency is read from the fitted curve at half-maximal effect; % is scaled to controls: 0 for no effect and ±100 for the full control effect
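10 nM Pol kappa preincubated 15 min at room temperature with compounds, then reaction started with substrate at 50 nM final. Fluorescence read kinetically at 0 and 10 min; buffer-only wells served as negative control.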
POLB inh: inhibitors of human DNA polymerase beta | Pol beta primer extension/strand displacement, fluorescence kinetic | P06746 | Potency, µM (top dose mostly 114 µM), without a hit: at the highest dose activity change, negative = inhibition, usual class: inhibitors | 1.3% of 340,000 active; also: potency is read from the fitted curve at half-maximal effect; % is scaled to controls: 0 for no effect and ±100 for the full control effect
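Human Pol beta at 10 nM; strand-displacement substrate 50 nM final. Compound exposure 15 min at room temperature before start, reaction 10 min at room temperature.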
Glioma ERSR ind: inducers of ER stress response in human glioma cells. U87-MG GRP78 promoter luciferase reporter, 16 h. Potency, µM, for inactives: top-dose activation, hits mostly activators. 0.02% of 420,000 active; also: potency is read from the fitted curve at half-maximal effect; series mostly up to about 76 µM; % of control where 0% means no effect; nearly all actives have a fitted effect of over 35% in size
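Stably transfected U87-MG glioma cells carrying a GRP78-based luciferase sensor; 16 h compound incubation. Luminescence end-point read 10 min after Bright-Glo addition at room temperature.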
POLH inh: DNA polymerase eta (human) inhibition; 1.2% of 390,000 active; recombinant Pol eta, fluorescent DNA replication assay; Potency, µM (top dose mostly 114 µM), inactives show top-dose activity change, negative = inhibition, most hits filed as inhibitors; AID 588591; Q9Y253; also: potency is read from the fitted curve at half-maximal effect; % is scaled to controls: 0 for no effect and ±100 for the full control effect
Target sequence (Q9Y253 whole entry, looked up): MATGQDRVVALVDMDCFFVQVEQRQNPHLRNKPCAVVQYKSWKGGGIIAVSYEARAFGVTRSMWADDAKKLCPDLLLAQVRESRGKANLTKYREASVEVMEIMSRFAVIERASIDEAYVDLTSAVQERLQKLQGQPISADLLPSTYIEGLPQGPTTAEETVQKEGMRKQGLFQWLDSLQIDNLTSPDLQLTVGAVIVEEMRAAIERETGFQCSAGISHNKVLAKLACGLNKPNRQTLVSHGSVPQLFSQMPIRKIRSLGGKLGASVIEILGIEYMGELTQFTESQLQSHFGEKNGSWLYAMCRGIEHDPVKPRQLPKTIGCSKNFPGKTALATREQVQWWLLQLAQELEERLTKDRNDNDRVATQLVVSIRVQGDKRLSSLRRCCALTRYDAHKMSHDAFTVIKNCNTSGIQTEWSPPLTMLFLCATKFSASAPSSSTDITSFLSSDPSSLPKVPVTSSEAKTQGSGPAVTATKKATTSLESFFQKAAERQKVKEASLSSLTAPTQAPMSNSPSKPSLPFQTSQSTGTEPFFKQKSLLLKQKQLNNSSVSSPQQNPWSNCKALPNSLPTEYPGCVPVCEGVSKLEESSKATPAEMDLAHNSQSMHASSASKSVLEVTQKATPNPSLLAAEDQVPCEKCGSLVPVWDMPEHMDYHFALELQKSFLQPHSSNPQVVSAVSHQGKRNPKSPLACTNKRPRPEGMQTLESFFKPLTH
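Fluorescent replication assay: 50 nM final substrate added after a 15 min room-temperature compound preincubation with 10 nM enzyme. Signal taken at 0 min and again at 10 min.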
APE1 inh: APE1 (human) endonuclease inhibition; 0.35% of 350,000 active; Potency, µM (doses to about 65.8 µM), for inactives: top-dose activity change, negative = inhibition, usual class: inhibitors; recombinant APE1, TAMRA/BHQ-2 abasic DNA cleavage fluorescence; AID 2517;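 also: potency is read from the fitted curve at half-maximal effect; plate controls were vehicle for no effect and reference inhibitor for full effect; nearly all actives have a fitted effect of over 55% in size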
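Readout is kinetic fluorescence (ex 525, em 598 nm) from cleavage of 50 nM TAMRA/BHQ-2 THF abasic duplex by 0.75 nM APE1, compound added 15 min beforehand at RT.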
BLM inh: inhibitors of human Bloom syndrome helicase BLM | 0.2% of 350,000 active | Potency, µM (top dose mostly 56.1 µM), inactives show at the top dose activity change, negative = inhibition, actives largely listed as inhibitors | AID 2528 | recombinant BLM DNA unwinding, fluorescence dequenching;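 also: potency is read from the fitted curve at half-maximal effect; plate controls were vehicle for no effect and no enzyme for full effect; nearly all actives have a fitted effect of over 35% in size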
LDHA inh: inhibitors of human lactate dehydrogenase A | P00338 | purified LDHA, NADH/diaphorase-resazurin fluorescence; active compounds read low | activity change, % (values are at about 110 or 230 µM) | 0.15% of 480,000 active; in the data active = activity change below about -30%; inconclusive = mostly about -25% to -30%;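 also: plate controls were DMSO wells for no effect and wells without enzyme for full effect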
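LDH5 2 nM; NADH 0.06 mM, pyruvate 0.2 mM; 200 mM Tris pH 7.4, EDTA, Tween-20; 5 min RT. Detection: diaphorase 0.133 mg/mL + resazurin 37 µM, fluorescence ex540/em590 at 0 and 20 min; normalized to enzyme-free and DMSO wells.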
Anesthetic bind: binds horse apoferritin like a general anesthetic; Potency, µM (doses to about 77.5 µM), inactives show at the top dose activity change, negative = displacement, usual class: inhibitors; apoferritin/1-aminoanthracene competitive binding, fluorescence; 0.074% of 350,000 active; P02791; also: potency is read from the fitted curve at half-maximal effect; % is scaled to controls: 0 for no effect and ±100 for the full control effect; nearly all actives have a fitted effect of over 20% in size
Target sequence (P02791 2-175 limits assumed): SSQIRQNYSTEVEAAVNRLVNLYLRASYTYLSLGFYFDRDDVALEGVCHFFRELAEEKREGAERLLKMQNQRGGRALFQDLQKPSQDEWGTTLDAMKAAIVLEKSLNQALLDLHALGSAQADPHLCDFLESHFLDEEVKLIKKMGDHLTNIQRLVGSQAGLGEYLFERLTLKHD
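Horse-spleen apoferritin (10 uM) was mixed with 50% saturated 1-aminoanthracene in PBS, exposed to compounds for 10 min at room temperature, and read for fluorescence (ex 380 nm, em 535 nm). Competitive displacement was fitted with a four-parameter Hill equation.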
Numbers without * were called inactive; ? = inconclusive; nt = not tested or not shown; & = joins results of further samples; [ ] = remark or other dose. Unless noted, calls follow the shape of the dose curve; as a rule, active = well fitted curve in the direction sought with a large enough effect; inconclusive = small, poorly fitted or top-dose-only effect, or another doubt; inactive = no such curve, though single readings can be large; an effect the other way counts as inactive or inconclusive.

SMILES	Pol iota inh	POLK inh	POLB inh	Glioma ERSR ind	POLH inh	APE1 inh	BLM inh	LDHA inh	Anesthetic bind
O=C1CCCC(=O)N1c1ccc(NCCOCCO)c([N+](=O)[O-])c1	31%[activator]	11%	19%	-3%	-11%	5%	-12%	1	-6%
CN(C)c1ccc(/C=N/NC(=O)CCC(=O)NCc2ccccc2)cc1	1%	0%	44%	1%	-8%	18%	2%	0	5%
O=C(CN(Cc1ccc(F)cc1)C(=O)Cn1nnc2ccccc21)NCC1CCCO1 (configuration not stated)	2%	-1%	0%	-5%	-14%	5%	4%	-2	-7%
CC(=O)c1cccc(NS(=O)(=O)c2cc(OCC(N)=O)c(C)cc2Cl)c1	13%	-1%	34%[activator]	-4%	-7%	-2%	0%	-3	-11%
O=C(NCC1COc2ccccc2O1)C1CCN(S(=O)(=O)c2ccc(Cl)cc2)CC1 (configuration not stated)	23%	-3%	nt	-3%	-20%	-19%	nt	1	nt
COCCN(C(=O)c1cc(-c2ccncc2)nc2ccccc12)c1c(N)n(CC(C)C)c(=O)[nH]c1=O	13%	-12%	nt	-1%	6%	-11%	nt	4	nt
CC1(C)[C@@H](O)CC[C@]2(C)C3C(O)C=C4[C@H]5C[C@@](C)(C(=O)O)CC[C@]5(C)CC[C@]4(C)[C@]3(C)CC[C@@H]12 (some centres not stated)	nt	nt	-4%	nt	nt	12%	-2%	nt	-4%
CN(C)C=Nc1nonc1-c1ccc(Cl)cc1	14%	1%	-1%	-1%	-20%	-3%	-5%	-4	-14%
O=C(NCCc1ccccc1)c1ccc2nc(N3CCOCC3)sc2c1	46%[activator]	-22%	12%	1%	-18%	-10%	1%	-18&-1	-6%
C=C(CO)C1Cc2c(ccc3c(=O)c4c(oc23)COc2cc(OC)c(OC)cc2-4)O1 (configuration not stated)	nt	-13%[19.4 µM]	nt	7%	nt	-11%	-11%	nt	nt
CCCCOC(=O)c1ccc(NC(=O)Cn2nnc3sc4c(c3c2=O)CCCC4)cc1	2%	-10%	0%	nt	nt	nt	-6%	-2	?
COc1ccc(S(=O)(=O)N2CCCC(C(=O)NC3CCCCC3)C2)cc1 (configuration not stated)	6%	-1%	7%	-5%	0%	-4%	-12%	-8	-7%
O=C(O)CC(CNS(=O)(=O)c1cccc2nsnc12)c1ccccc1 (configuration not stated)	-9%	-7%	16%	-1%	3%	-4%	2%	-8	2%
O=C(Nc1ccccc1NC(=O)NC1CCCCC1)NC1CCCCC1	?	-11%	1%	-5%	-1%	13%	0%	-4	6%
CCOC(=O)c1c(CN2CCCCC2)n(C)c2cc(Br)c(O)c(CN(C)C)c12	64%[activator]	-4%	-13%	-3%	-22%	-4%	-15%	5	-7%
COc1ccc(C(C)(C)C)cc1NC(=O)Nc1ccc2c(c1)OCO2	-7%	-14%	-1%	3%	-12%	?	-7%	13	-2%
O=C(N/N=C/c1cc(O)ccc1[N+](=O)[O-])c1ccc2c(c1)OCCO2	0%	-13%	16%	-2%	-1%	8%	-6%	1	-7%
Cc1ccc(-c2c3c([nH]c(=S)c2C#N)CCCC3)o1	?	-28%	?	-6%	?	?	?	11	-19%
COc1ccc(NC(=S)NC2CCS(=O)(=O)C2)cc1 (configuration not stated)	?	-12%	25%	-6%	-19%	2%	-1%	-3	-6%
Cc1nc2c(-c3ccc(F)cc3)c(C)nn2c(C)c1CCC(=O)NCc1ccc(F)cc1	8%	-8%	35%	-4%	1%	nt	-5%	-3	-2%
Cc1nc2sc(C(=O)OC(C)C)c(N)c2c(C)c1C	49%[activator]	-6%	37%	-8%	-8%	-4%	-8%	-5	-4%
CCN1C(=O)C(=O)c2cc(C)ccc21	6%	0%	nt	-4%	-7%	-6%	nt	-1	nt
Cc1cc(C(=O)N2CCCCCC2)cs1	21%	-6%	-7%	-7%	-11%	-6%	-1%	9	-20%
CN(C)Cc1cccc(-c2ccccc2)c1O	7%	-21%	nt	-2%	3%	nt	nt	5	nt
Cc1ccc(S(=O)(=O)N2CCOC2CNC(=O)C(=O)NCc2ccco2)cc1 (configuration not stated)	-7%	-2%	0%	-2%	11%	0%	-10%	3	-9%
O=C(c1cccs1)N1CCN(C/C=C/c2ccccc2)CC1	14%	-7%	-30%	1%	?	4%	-1%	-5	-5%
Cc1ccc(C2=N/C(=C\N(C)C)C(=O)O2)cc1	20%	-5%	16%	2%	-7%	9%	-7%	-1	?
COc1ccc(NC(=O)C2CC2)cc1OC1CCCC1	130%[activator]	-5%	?	-3%	-10%	38%	1%	0	-6%
Cc1nc(NC(=O)COC(=O)CNC(=O)c2ccco2)c(Cl)cc1Cl	14%	-1%	nt	-3%	-1%	-9%	nt	-2	nt
CC1CC(C)CN(C(=O)C(C)N(C)CC(=O)Nc2ccc(Cl)cc2)C1 (configuration not stated)	-1%	7%	0%	-4%	-8%	4%	4%	-21	-9%
Fc1ccccc1OCCSc1nnnn1-c1ccccc1	19%	-1%	18%	3%	-15%	2%	-10%	-6	4%
O=C(CCc1nc2ccccc2c(=O)[nH]1)OCc1cccc(C(F)(F)F)c1	12%	-4%	2%	-2%	-17%	0%	0%	-7	?
Cn1c(=O)oc2cc(NC(=O)CCl)ccc21	6%	-4%	8%	-12%	9%	2%	-5%	-1	5%
O=C(CCC1N=C2c3ccccc3N=C(SCc3ccccc3Cl)N2C1=O)NCc1ccco1 (configuration not stated)	6%	-30%	-14%	-3%	-9%	-6%	-9%	-10	-27%
C(=NN=C1c2ccccc2-c2ccccc21)c1c[nH]c2ccccc12	5%	-3%	nt	-4%	-19%	nt	nt	-1	nt
COc1ccccc1CNc1ncnc2ccc(-c3ccccc3OC)cc12	nt	8%[60.1 µM]	nt	-6%	nt	0%	-10%	nt	nt
Cc1cccc(N2CCN(C(c3ccncc3)c3nnnn3C(C)(C)C)CC2)c1C (configuration not stated)	98%[activator]	11%	-28%	-7%	-13%	4%	-4%	-6	-4%
CN(Cc1cccnc1)C(=O)Cc1ccc(NS(=O)(=O)c2cccc(C(F)(F)F)c2)cc1	27%	0%	2%	-2%	-18%	2%	2%	0	-12%
CCOC(=O)N1CCC(N2C(=O)c3ccccc3C2Nc2ccccc2)CC1 (configuration not stated)	-17%	-24%	10%	-2%	-3%	18%	-5%	-5	-16%
CCc1ccc(NC(=O)C(C)n2nnc3sc(-c4ccccc4)cc3c2=O)cc1 (configuration not stated)	-6%	-8%	2%	nt	nt	nt	0%	-7	-2%
CCC(=O)Nc1nonc1-c1nc2ccccc2n1Cc1ccccc1	6%	-17%	0%	1%	-9%	-3%	-2%	-4	-11%
CCCn1nc(C(=O)OCC(=O)Nc2ccc(C(N)=O)cc2)c2ccccc2c1=O	68%[activator]	-7%	nt	-3%	-13%	9%	nt	-2&-8	nt
O=C(CSc1ncccn1)N/N=C/c1ccccc1[N+](=O)[O-]	43%[activator]	8%	10%	3%	-2%	-3%	-8%	-8	-8%
COc1ccccc1-c1cn(S(=O)(=O)c2ccc(C)cc2)nc1N	-3%	-17%	15%	-3%	-11%	-7%	-8%	-1	2%
COc1ccc(-n2cnnc2SCC(=O)Nc2ccccc2F)cc1	5%	1%[60.1 µM]	13%	2%	-12%	5%	-2%	-4	4%
CCOC(=O)N1CCN(C(=O)c2cc3c(=O)[nH]c4ccccc4c3s2)CC1	51%[activator]	-15%	19%	-5%	12%	-3%	4%	-3	2%
CC(C)N(Cc1ccccc1)C(=S)NCc1ccccc1	100%[activator]	3%	-11%	-5%	-23%	-4%	-4%	-1	-11%
O=C(CC1C(=O)NCCN1Cc1ccc(F)cc1Cl)NCc1ccon1 (configuration not stated)	26%	0%	2%	1%	-16%	22%	1%	0	-13%
C=C1C(=O)O[C@H]2[C@H]1[C@H](OC(=O)/C(C)=C\C)C[C@]1(CO1)[C@@H]1[C@H](OC(C)=O)C=C(C)[C@]21O	?	-26%	nt	-1%	?	nt	nt	4	nt
CN(C)c1cccc2c1c(NC(=O)Nc1ccc(Cl)cc1Cl)nn2C	101%[activator]	-23%	86%	0%	-20%	-8%	-15%	2	6%

The listing continues:
SMILES	Pol iota inh	POLK inh	POLB inh	Glioma ERSR ind	POLH inh	APE1 inh	BLM inh	LDHA inh	Anesthetic bind
CN1CCN(/C=N/c2c(C#N)cnn2C)CC1	5%	-8%	3%	-6%	-2%	-1%	-5%	-2	-2%
CC(C)=NO[C@@H](C)CN1CCCCc2nc(C)c(C)cc21	nt	nt	nt	-6%	nt	0%[12.4 µM]	1%[12.4 µM]	nt	0%[15.3 µM]
COc1cccc(-c2c(-c3cc(OC)cc(OC)c3)n(C)c3ccc(-c4cnc(N5CCOCC5)nc4)cc23)c1	19%	-6%	nt	-1%	-13%	-12%	nt	-6	nt
COc1ccc(OCCC(=O)OCC(=O)NC(=O)NC(C)(C)C)cc1	25%	-22%	10%	0%	0%	11%	-4%	4	?
O=C(CSc1ncnc2scc(-c3ccc(Cl)cc3)c12)NCc1ccc2c(c1)OCO2	0%	0%	-8%	-2%	-14%	-5%	4%	-4	-3%
COc1ccc(/C=C2\SC(=O)N(CCC(=O)Nc3ccccc3)C2=O)cc1OC	11%	-9%	0%	-6%	-21%	6%	-7%	-7	-1%
CCN(Cc1ccccc1)c1c(C(=O)O)cnc2c1cnn2C	46%[activator]	-4%	115%	-5%	-13%	-11%	-2%	-10	-6%
Nc1nnc(-c2ccccc2Cl)s1	16%	-3%	7%	0%	-5%	10%	-2%	-2	?

Source: PubChem BioAssay

Not all compounds are listed. The share of hits here may be higher or lower than overall.
